# Source: PubChem
# APP transl inh: inhibitors of APP translation via 5'UTR reporter, primary screen, APP 5'UTR luciferase, SH-SY5Y cells; SH-SY5Y APP 5'UTR-luciferase reporter, luminescence; hit rate 0.82% among 190,000; inhibition, % at 2 µM;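 active = inhibition above a set limit, derived from the sample mean plus 3 SD, cut at about 45% in these data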; note: values of inactives mirror those of a sister screen read the other way
# Hsp70 act: Hsp70 transcriptional activators, primary screen, cell-based, HeLa, Hsp70 promoter luciferase, luminescence, 10 µM | HeLa Hsp70 promoter luciferase reporter; scaled: vehicle 0, proteasome-inhibitor control 100% | activation, % at 10 µM | hit rate 0.04% among 200,000 | AID 1203, 2008;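 active = activation above the mean across all tested compounds plus 3 SD, cutoff set per campaign, cut at about 5.5% in these data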;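 note: 100% = MG132 at 30 µM as the positive control and 0% = DMSO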
# STAT1 activator: STAT1 signaling activators, primary screen, cell-based, HTS, luciferase reporter | NIH 3T3 STAT1-luciferase reporter, IFN-gamma, luminescence; 100% = IFN-gamma alone, no compound | activation (% of control), % at 5.5 µM | hit rate 2.6% among 200,000 | AID 932, 2007;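 active = activation above the screen-wide mean activation plus 3 SD, cut at about 130% in these data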;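 note: raw ratio to IFN-gamma control signal so 100% means no change and 0% no light; values of inactives mirror those of a sister screen read the other way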
# FLuc stim CS: FLuc activators, initial screening, artefact control for FLuc-dependent activation tests, biochemical, ATPlite luminescence. ATPlite luciferase biochemical, 10 min; 0 = ATP-free wells, 1 = DMSO control. activation factor at 10 µM. AID 1027, 2008. 200,000 tested, under 10 active. Luciferin 4-monooxygenase (Photinus pyralis), P08659;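 active = luciferase activation factor, scaled between plate controls, of at least 2 with compound at 10 µM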
# Target sequence (P08659 whole entry, looked up): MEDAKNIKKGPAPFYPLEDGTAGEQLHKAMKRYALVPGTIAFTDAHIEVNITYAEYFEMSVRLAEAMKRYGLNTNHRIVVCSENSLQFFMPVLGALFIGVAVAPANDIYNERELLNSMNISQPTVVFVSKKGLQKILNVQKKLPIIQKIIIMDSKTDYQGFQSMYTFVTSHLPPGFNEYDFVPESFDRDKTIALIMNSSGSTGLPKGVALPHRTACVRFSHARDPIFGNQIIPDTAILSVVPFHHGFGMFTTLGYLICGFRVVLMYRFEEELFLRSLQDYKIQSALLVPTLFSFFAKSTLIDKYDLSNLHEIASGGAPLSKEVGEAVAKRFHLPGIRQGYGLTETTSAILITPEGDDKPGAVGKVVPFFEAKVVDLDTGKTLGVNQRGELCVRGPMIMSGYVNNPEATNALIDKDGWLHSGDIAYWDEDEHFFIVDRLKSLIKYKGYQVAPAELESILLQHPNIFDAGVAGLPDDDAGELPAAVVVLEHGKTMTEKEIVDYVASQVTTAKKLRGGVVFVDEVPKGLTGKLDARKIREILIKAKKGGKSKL
#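 Material: Luciferase/luciferin reagent mix; Doses: test compounds dosed from 2 mM stocks in 100% DMSO; Schedule: 10 min incubation after luciferase reagent addition, room temperature; Measured by: luminescence from luciferase reaction; Read-out: luminescence gain marking luciferase activators.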
# Efa HMGR inh: inhibitors of E. faecalis class II HMGR, primary screen, biochemical, Enterococcus faecalis. purified E. faecalis HMGR, NADPH absorbance 340 nm kinetic. inhibition, % at 10 µM. hit rate 0.41% among 190,000;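 active = inhibition above a set limit, the median over all tested compounds plus 3 SD, cut at about 9.5% in these data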;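 note: enzyme runs in reverse so mevalonate oxidation gives rising NADPH absorbance; 0% = complete reaction with DMSO and 100% = background rate lacking mevalonate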
# G6PDH CS: L. mesenteroides G6PDH inhibitors, counter-screen for G6PDH-coupled screening assays, biochemical, Leuconostoc mesenteroides enzyme. glucose-6-phosphate dehydrogenase [Leuconostoc mesenteroides]. Purified L. mesenteroides G6PDH, diaphorase/resazurin coupled fluorescence, 45 min. hit rate 0.12% among 200,000. inhibition, % at 5 µM. AID 1020, 2008; in the data active = inhibition above about 50%
# FLuc inhib CS: firefly luciferase enzyme inhibitors, primary screen, artefact control for luciferase-based inhibitor screens, biochemical, luminescence, ATPLite; AID 1006, 2008; inhibition, % at 10 µM; hit rate 1.5% among 200,000; Luciferin 4-monooxygenase (Photinus pyralis), P08659; 10 min;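 active = inhibition above about 50% when tested at 10 µM, limit read from the data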
# Redox H2O2 prof: compounds producing H2O2 with reducing agent – biochemical, NIH compound library profiling, artefact control for MLSCN library redox annotation, primary screen. DTT-dependent redox cycling H2O2, phenol red/HRP absorbance; 100% = 100 µM peroxide control, 0% = buffer. activation, % at 10 µM. hit rate 0.03% among 200,000;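 active = activation of at least 50% relative to the plate's high and low controls in the primary single-dose screen; inactive = activation below 50%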;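 note: compound incubated with DTT at 0.8 mM final as the reducing agent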
# NF-kB neuron act: activators of NF-kB expression in neurons, primary screen, cell-based, HTS; human neuronal cells, NF-kB reporter expression; hits give high values; fold change at 12.5 µM; hit rate 1.6% among 190,000; AID 1239, 2008; in the data active = fold change above about 3.3
# APP 5'UTR act: activators of APP 5'UTR luciferase reporter, primary screen, SH-SY5Y cells. AID 1276, 2008. SH-SY5Y APP 5'UTR luciferase reporter, luminescence; zero percent = DMSO vehicle wells. activation, % at 2 µM. hit rate 1% among 190,000;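 active = activation above a set limit, based on mean plus 3 SD of controls, cut at about 140% in these data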; note: values of inactives mirror those of a sister screen read the other way
# Numbers without * were called inactive; · = no result given.
SMILES,APP transl inh,Hsp70 act,STAT1 activator,FLuc stim CS,Efa HMGR inh,G6PDH CS,FLuc inhib CS,Redox H2O2 prof,NF-kB neuron act,APP 5'UTR act
CC(C)(C)n1nc2c(c1NC(=O)c1ccc(Br)cc1)CS(=O)C2 (centres undefined),-1,-0.6,91,1,2,1,-4,-1.4,0.89,1
COc1ccc2ccccc2c1CNc1nnnn1C,0,-0.3,99,1,-4,3,1,0.0,1.2,-1
COC(=O)C1=C(N)OC2=C(C(=O)CC(C)(C)C2)C1c1ccoc1 (centres undefined),-17,-0.2,103,1.1,2,3,-6,0.1,1.2,17
CC1=CCC2C(=O)N(CCc3c[nH]c4ccccc34)C(=O)C2C1 (centres undefined),-4,0.0,92,1,7,0,-4,0.6,1.4,3
Cn1c2c(c(O)c(-c3ccccc3)c1=O)C(=O)CC(C)(C)C2,7,-0.6,104,1.1,0,-8,-5,-0.2,1.2,-7
Cc1ccc(Cn2c([N+](=O)[O-])cnc2C)cc1,-5,-0.5,87,1.1,-5,-9,-8,-0.5,1.2,5
COc1ccc(CCNC(=O)CSc2nnc3ccc(-c4cccnc4)nn23)cc1OC,3,-0.2,100,1,-2,3,-4,-1.7,0.98,-3
Cc1ccc(N(CC(=O)Nc2ccc3c(c2)OCCO3)S(=O)(=O)c2c(C)n[nH]c2C)cc1,7,0.0,108,1,-5,6,-3,-0.2,0.75,-7
CC(=O)NCCOC(=O)Nc1cccnc1,-10,0.7,95,1.1,0,9,-10,-0.2,1.2,10
CSCCC(NC(=O)COc1ccccc1)C(=O)O (centres undefined),-15,-0.2,99,1.1,-1,12,-6,-0.5,1,15
COC(=O)c1cc2c(-c3ccccc3)c(C)c3ccccn3c-2c1C(=O)OC,22,0.1,100,1.1,-2,2,-5,0.7,0.35,-22
N#Cc1c(N)oc(-c2ccco2)c1-c1ccco1,8,-0.1,94,1,3,21,-5,-0.7,0.69,-8
Cc1ccc(NC(=O)CN2C(=O)/C(=C3\SC(=S)N(C4CCS(=O)(=O)C4)C3=O)c3ccccc32)cc1 (centres undefined),6,-0.4,95,1,0,-22,-2,0.2,1.2,-6
COc1ccccc1NS(=O)(=O)c1ccc2oc(SCc3ccc(F)cc3)nc2c1,-3,0.0,88,1,1,23,3,-0.1,0.74,3
Cc1ccc(C(=O)Nc2nc(=O)n(C)s2)cc1,·,0.1,113,0.2,-2,11,81*,1.9,2,·
CCc1cc[n+](-c2nc([O-])sc2C=O)cc1,-5,-0.2,100,1.1,-5,6,-7,-6.6,1,5
Cc1cc(C(=S)N2CCOCC2)c(C)n1-c1ccc(F)cc1,-4,-0.2,90,1,-5,8,-4,-0.1,0.88,4
CCCc1cc(=O)[nH]c(SCC(=O)N(C)CC(=O)Nc2ccc(C)cc2)n1,7,0.2,99,1.1,-4,1,-10,-0.6,1.1,-7
CCc1nnc(NS(=O)(=O)c2ccc(NC(=O)c3ccc(Cl)cc3)cc2)s1,10,-0.1,101,1.1,-3,7,-5,0.7,0.99,-10
CCOc1ccc(NC(=S)Nc2cc(-c3ccccc3)[nH]n2)cc1,-11,0.5,103,0.9,-4,2,6,-4.1,1.6,11
Cc1c(C(=O)N/N=C/c2ccc(N(C)C)cc2)[nH]c2ccc(Cl)cc12,90*,-0.1,106,1,0,0,-4,0.5,0.95,-90
Cc1ccccc1NC(=O)NC1(C(=O)N2CCCC2)CCCCC1,2,-0.5,99,1,0,11,-5,-0.9,1.1,-2
Cc1ccc(-n2[nH]c(C)c(C=Nc3ccc(C)cn3)c2=O)cc1,23,0.0,110,1,-5,-4,-1,-3.0,1.3,-23
CSc1nc2ccc(NC(=O)C3CC(=O)N(Cc4ccco4)C3)cc2s1 (centres undefined),-26,-0.1,104,1,-2,7,-4,-3.4,1.2,26
CC1CN(C(=O)c2nn(C)cc2[N+](=O)[O-])CC(C)O1 (centres undefined),-1,0.1,100,1.1,-6,4,-13,-4.5,1.3,1
# (listing goes on)
SMILES,APP transl inh,Hsp70 act,STAT1 activator,FLuc stim CS,Efa HMGR inh,G6PDH CS,FLuc inhib CS,Redox H2O2 prof,NF-kB neuron act,APP 5'UTR act
O=C(Oc1ccccc1)c1cc2ccccc2o1,4,-0.1,98,0.7,-1,-17,30,1.5,0.92,-4
CC1CCN(C(=O)Cn2c(SCC(=O)Nc3nccs3)nc3ccccc32)CC1,12,0.8,97,1.1,0,2,-5,1.3,0.4,-12
COc1ccc(OC)c(NC(=O)c2nc(-c3ccccc3)oc2C)c1,-7,0.0,98,1.1,-2,7,-6,-0.2,1.1,7
CCOc1ccc(/C(C)=N/NC(=O)C(OC)c2ccccc2)cc1 (centres undefined),-17,-0.3,99,1.1,-1,0,-6,-1.2,0.91,17
Cc1c(NC(=O)NCCN2C(=O)C3C4C=CC(C4)C3C2=O)c(=O)n(-c2ccccc2)n1C (centres undefined),-2,-0.1,99,1.1,-9,2,-10,-0.8,1,2
Cc1ccc(CN2CCN(/N=C\C(Br)=C\c3ccccc3)CC2)cc1,4,-0.3,97,1,1,-9,1,0.1,1,-4
O=C(c1ccco1)N1CCN(C(c2cccs2)c2nnnn2C2CCCCC2)CC1 (centres undefined),-12,-0.2,100,1.1,-1,0,-8,-0.3,1.4,12
COc1ccccc1OCc1nc(-c2cccc([N+](=O)[O-])c2)no1,-2,-0.2,109,1,-6,-6,2,-2.0,1,2
Cc1cc(C)n2ncc(C(=O)NCc3cccnc3)c2n1,3,0.7,101,1.1,2,18,-8,-0.2,1,-3
Cc1ccc(-n2nnnc2SCC(=O)Nc2sc(C)c(C)c2C#N)cc1C,16,-0.3,87,1,0,-29,-2,2.2,1.1,-16
Cc1cc(C(=O)NNC(=O)c2nn(C)c(=O)c3ccccc23)c(C)o1,6,0.2,98,1.1,0,3,-9,-1.9,1.2,-6
Cc1ccc(CNS(=O)(=O)NCc2ccc(Cl)cc2)cc1,-4,-0.2,102,1,-5,2,-4,-0.3,1.2,4
COc1ccc(S(=O)(=O)N=C2C=C(C)C(=O)C(C)=C2)cc1,3,-0.6,94,1,-3,21,-2,-11,0.82,-3
COc1ccc(OC)c(-c2cc(C(=O)Nc3cc(C)on3)no2)c1,-8,0.2,92,1,-4,-1,-3,0.0,1.1,8
CC(C)N(C(=O)CSc1nc2ccccc2n1Cc1ccccc1F)C(C)C,3,-0.3,96,1.1,-4,3,-6,1.2,0.67,-3
COc1cccc(-n2c(SCc3cc(=O)oc4cc(O)c(O)cc34)nc3ccccc3c2=O)c1,-8,-0.2,99,1,-3,-2,-4,0.6,0.9,8
CCOC(=O)/C(C#N)=C/c1c(OCC)n(CC)c2ccccc12,-8,-0.3,92,1.1,0,-19,-6,-0.4,0.76,8
COc1ccc(N2CCN(C(c3ccco3)c3sc4nc(C)nn4c3O)CC2)cc1 (centres undefined),1,-0.4,93,1.1,-1,10,-6,0.1,1.1,-1
COc1ccccc1N=C1SCC(=O)N1c1ccccc1OC,15,-0.4,98,1.1,-3,8,-5,0.6,1.1,-15
Cc1ccc(C(=O)N/C(=C/c2ccc(Cl)cc2)C(=O)NCC2CCCO2)cc1 (centres undefined),-2,0.1,99,1,0,-6,-4,-0.7,1.3,2
O=C(O)COc1ccccc1/C=N/NC(=O)/C(=C\c1ccc2c(c1)OCO2)NC(=O)c1ccccc1,11,0.1,104,1,2,9,-3,0.1,1.1,-11
COc1ccc(C)cc1NC(=O)c1ccoc1C,2,-0.2,106,1,-1,9,-5,-0.2,1.6,-2
CCSc1nnc(NC(=O)c2ccccn2)s1,-56,-0.1,123,0.5,0,-8,48,-0.3,2.4,56
O=C(C[n+]1ccc2ccccc2c1)c1ccc(NC(=O)c2ccccc2)cc1,-19,0.0,98,1.1,1,20,-5,-0.5,0.78,19
CCOC(=O)N1CCN(Cc2nc(-c3cccs3)no2)CC1,-9,0.2,101,1,-2,13,2,-1.2,1.2,9
# (next part)
SMILES,APP transl inh,Hsp70 act,STAT1 activator,FLuc stim CS,Efa HMGR inh,G6PDH CS,FLuc inhib CS,Redox H2O2 prof,NF-kB neuron act,APP 5'UTR act
O=C(O)c1ccc(N2C(=O)CC(N3CCC(c4nc5ccccc5[nH]4)CC3)C2=O)cc1 (centres undefined),13,0.0,95,1,-5,1,-2,-1.9,1,-13
Cc1sc(NC(=O)CSc2ncn(-c3ccccc3)n2)nc1-c1ccccc1,-7,0.1,106,1.1,2,7,-8,1.0,1.1,7
CCCCn1c(=O)[nH]c(=O)c2c1nc(-c1cc3c(cc1Br)OCO3)n2C,-21,-0.2,101,1.1,-3,0,-6,0.0,1.1,21
O=C(Nc1ccc(Oc2ccccc2)cc1)C1CCN(c2c3c(nc4ncnn24)CCC3)CC1,-11,1.1,81,1.1,-2,22,-7,3.1,0.37,11
COc1ccc(S(=O)(=O)NC(N)=NCCc2ccccc2OC)cc1,8,-0.1,92,1.1,2,6,-6,1.0,0.9,-8
CCCc1nc(SCc2ccccc2Cl)n[nH]1,-12,-0.2,101,1.1,0,5,-5,0.0,1.1,12
Cc1cccc(NC(=O)Nc2cnccn2)c1,3,0.1,106,1,0,0,-2,-0.3,1.3,-3
CC(C)N(Cc1ccccc1)C(=S)NC(=O)C1(C)CC1(Cl)Cl (centres undefined),4,-0.2,94,1,0,5,-3,-0.4,0.98,-4
O=C(Nc1cc2cc([N+](=O)[O-])ccc2oc1=O)c1cccs1,-6,-0.3,122,1,1,0,3,-0.6,1,6
O=C(/C=C/c1c(F)cccc1Cl)NCc1ccco1,14,-0.2,115,0.9,-8,9,13,-0.9,1.8,-14
CCCCOC(=O)Nc1ccc(N2CCOCC2)cc1,-65,0.2,121,0.9,2,2,12,0.3,2,65
CCc1ccc2c(c1)/C(=N/N(C)C(=S)NC)C(=O)N2,0,-0.2,91,1,-4,3,-4,-2.9,0.86,0
COc1ccc(N2C(=O)C3CCCN3C2c2ccc(C)cc2)cc1Cl (centres undefined),-5,-0.2,100,1.1,0,9,-6,0.0,0.99,5
C/C(=N/Nc1ccc(F)cc1)c1ccc(Cl)s1,-14,-0.1,91,1.1,-1,-12,-5,0.1,1.2,14
CCN(CC)C(=O)N1CCN(C(=O)N2CCOCC2)CC1,8,-0.4,100,1.1,3,6,-6,-0.4,1.3,-8
COc1ccc(C2CC(=O)Nc3sc(=N)c4c(N)c(C#N)c(N)nc4c32)cc1OC (centres undefined),-1,-0.2,98,1,0,4,-2,1.4,0.91,1

# Filtered by structure: those above with bromine
SMILES,APP transl inh,Hsp70 act,STAT1 activator,FLuc stim CS,Efa HMGR inh,G6PDH CS,FLuc inhib CS,Redox H2O2 prof,NF-kB neuron act,APP 5'UTR act
CC(C)(C)n1nc2c(c1NC(=O)c1ccc(Br)cc1)CS(=O)C2 (centres undefined),-1,-0.6,91,1,2,1,-4,-1.4,0.89,1
Cc1ccc(CN2CCN(/N=C\C(Br)=C\c3ccccc3)CC2)cc1,4,-0.3,97,1,1,-9,1,0.1,1,-4
CCCCn1c(=O)[nH]c(=O)c2c1nc(-c1cc3c(cc1Br)OCO3)n2C,-21,-0.2,101,1.1,-3,0,-6,0.0,1.1,21
